Screens: PubChem, The Scripps Research Institute Molecular Screening Center
TTR transcr act – activators of transthyretin transcription. SH-SY5Y TTR promoter Gaussia luciferase, luminescence; 100% = recombinant luciferase protein wells. activation, % at 16.7 µM. actives 1.3% (n = 92,000);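 active = activation above the mean of all tested compounds plus 3 SD, cut at about 9.5% in these data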;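 also: cells exposed to compounds for one day before reading; 0% = median of all test compound wells on the plate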
Numbers without * were called inactive. This is a subset. The share of hits here may be higher or lower than overall.

structure	TTR transcr act
O=C(COC(=O)/C=C/c1ccc(F)cc1)NC1CCCCCC1	10.0*
C/C(=N/NC(=O)CC(=O)N/N=C(\C)c1ccc([N+](=O)[O-])cc1)c1ccc([N+](=O)[O-])cc1	4.1
COc1cccc(CNC(=O)c2ccccc2N)c1	3.8
O=C(CN1CCN(C(=O)c2ccco2)CC1)Nc1ccc(F)cc1F	-0.1
C[C@H]1[C@@H](c2ccccc2)Oc2ccc(Cl)cc2S(=O)(=O)N1Cc1ccc(F)cc1F	-0.9
Cc1ccc(/C=N/NC(=O)c2cc3c(ccc4ccccc43)o2)o1	-1.9
COc1ccc(-n2c(N)c(C(=O)Nc3c(C)n(C)n(-c4ccccc4)c3=O)c3nc4ccccc4nc32)cc1	-0.9
O=C(CCN1CCCCCC1)c1ccccc1	8.4
Cc1cc(C)n(CC(=O)N2CCc3ccccc32)c(=O)c1C#N	-1.0
COc1ccc(/C=C/C(=O)OC(C)C(=O)c2ccccc2)cc1OC (stereo not given)	-2.9
COc1ccc(CC(=O)NCc2ccc3c(c2)OCO3)cc1	-3.5
COc1ccc(OC)c(/C=N/NC(=O)c2ccc(Cn3cc([N+](=O)[O-])cn3)o2)c1	-0.7
O=C(CCC(=O)c1ccc(F)cc1)NN1C(=O)NC2(CCCCC2)C1=O	-1.2
Cc1nnc(SCC(=O)NC(C)(C)C)n1NCc1c(F)cccc1Cl	-0.2
N#C/C(=C\c1cc2c(cc1Br)OCO2)c1ccc(C(=O)O)cc1	1.7
Cc1cc(=O)oc2cc(OC(=O)c3cncc(Br)c3)ccc12	-1.1
CCCCn1nc2cc(C(=O)NC[C@@H]3CCCO3)ccc2c1OCC	-1.6
O=C1NCCN(Cc2ccc(Cl)c(F)c2)C1CC(=O)N1CCCCO1 (stereo not given)	-1.3
CSc1ncnc2c1ncn2CCCNCC1CCCCC1	2.8
O=C(CN1C(=O)CCC1=O)Nc1cccc2c1C(=O)NC2=O	1.7
CCCc1cc2c(cc1NC(=O)c1ccccc1C)OCO2	-1.2
Cc1cccc(NC(=O)CCCN2C(=O)c3cccc4cccc(c34)C2=O)c1	0.6
Nc1nc2ccccc2nc1N	0.0
COc1cc(C(=O)N/N=C/c2cn(Cc3ccccc3)c3ccccc23)ccc1O	-0.2
COC(=O)C(C)Oc1cc(OC(C)C(=O)OC)c2c(C)c(Cl)c(=O)oc2c1 (stereo not given)	-0.1
Cc1ccccc1NS(=O)(=O)c1cc(C(=O)N2CCCC2)ccc1Cl	6.3
O=C(O)c1ccc(-n2cccc2/C=C2/NC(=O)N(c3ccccc3)C2=O)cc1	-1.0
CCN=C(NCC)SC1CC(=O)N(CCc2ccccc2)C1=O (stereo not given)	2.6
COCCn1nnnc1C(c1cc2cc(C)ccc2[nH]c1=O)N1CCc2ccccc21 (stereo not given)	0.4
CC(C)C(=O)N1CCN(c2ccc(NC(=O)c3ccc4c(c3)OCCO4)cc2)CC1	-1.2
CCc1ccccc1NC(=O)CC(NCc1ccccc1)C(=O)O (stereo not given)	2.2
Cc1ccc(C)c(CN2C(=O)c3ccccc3S(=O)c3ccc(C(=O)N4CCN(c5ccccn5)CC4)cc32)c1 (stereo not given)	-1.1
C/C(=N/OC(=O)c1c(-c2c(Cl)cccc2Cl)noc1C)c1cnccn1	-0.7
O=[N+]([O-])c1ccc(-c2ccc(/C=N/n3cnnc3)o2)c(Br)c1	5.0
CC(OC(=O)c1ccc(S(=O)(=O)N(C)c2ccccc2)cc1)C(=O)NCCC1=CCCCC1 (stereo not given)	0.5
CN(Cc1ccccc1)C(=O)[C@@H]1CCCN1S(=O)(=O)c1ccc(Cl)cc1	0.8
CCn1c(SCC(=O)N/N=C/C=C/c2ccco2)nnc1-c1ccccc1	-0.6
CNS(=O)(=O)c1cccc(C(=O)OCC(=O)NC2CCCC2)c1	0.5
Cc1ccc(S(=O)(=O)N2[C@@H](c3ccc(C#N)cc3)C(C(=O)O)=C[C@H]2CC2CCCC2)cc1	-2.0
COc1cc(C(=O)NCC2CCCO2)cc(OC)c1OC (stereo not given)	1.2

Copied from the list.
Under TTR transcr act, CCc1ccccc1NC(=O)CC(NCc1ccccc1)C(=O)O (stereo not given) reads 2.2
Under TTR transcr act, O=C(O)c1ccc(-n2cccc2/C=C2/NC(=O)N(c3ccccc3)C2=O)cc1 reads -1.0
Under TTR transcr act, C/C(=N/OC(=O)c1c(-c2c(Cl)cccc2Cl)noc1C)c1cnccn1 reads -0.7
Under TTR transcr act, Cc1cccc(NC(=O)CCCN2C(=O)c3cccc4cccc(c34)C2=O)c1 reads 0.6
Under TTR transcr act, Cc1ccc(C)c(CN2C(=O)c3ccccc3S(=O)c3ccc(C(=O)N4CCN(c5ccccn5)CC4)cc32)c1 (stereo not given) reads -1.1

Carrying on.
structure	TTR transcr act
Cc1cc(C)c(S(=O)(=O)c2ccc(F)cc2)c(C)c1	2.3
CCCCNC(=O)C[C@H]1C(=O)N(Cc2ccc(OC)cc2)C2=CCCC[C@@]21C(=O)OCC	-0.8
N/C(=N\OC(=O)CC1CCCCC1)c1ccccc1	-0.7
CCOC(=O)c1cn(CC(=O)Nc2ccc3c(c2)OCCO3)nn1	0.3
Nc1c(N=Nc2cccc(Cl)c2)c(=O)[nH]n1-c1ccccc1	-2.2
O=C(Cn1cc2c(n1)CCCCC2)Nc1c(F)cc(F)cc1Br	2.2
COc1ccc(NC(=O)COc2ccccc2F)cc1S(=O)(=O)N1CCCCC1	-0.5
COc1ccc(-c2csc(Nc3cccnc3)n2)cc1OC	-2.6
Cc1cccc(NC(=O)CCc2c(C)nn(-c3ccc(N4CCCCC4)nn3)c2C)c1	0.3
CCN(CC)C(=O)COc1ccc2oc(-c3ccco3)cc(=O)c2c1	0.3
COc1ccc(NC(=O)CC2Nc3cc(C)c(C)cc3NC2=O)c([N+](=O)[O-])c1 (stereo not given)	2.0
O=C(NCc1ccccn1)C1COc2ccccc2O1 (stereo not given)	2.5
O=C(NCCN1CCOCC1)c1c(O)nc2sccn2c1=O	0.7
Cc1ccccc1OCCC(=O)NNC(=O)COc1cccc(F)c1	-1.0
NC(=O)C(CCCCN1CCCCC1)(c1ccccc1)c1ccccc1	1.7
CCN(CC)c1nc2c(c(=O)n(C)c(=O)n2C)n1CCCc1ccccc1	-1.5
Cn1sc2ccccc2c1=O	0.8
O=C(NC(=O)c1ccccc1)OCC1CCCN2CCCCC12 (stereo not given)	-0.6
Cc1cc2ccccc2nc1-c1ccccc1F	-1.2
CCCNc1nc(NCC)nc(OC)n1	1.1
CC1CCN(S(=O)(=O)c2ccc(N/N=C(/C#N)C(N)=O)cc2)CC1	2.8
COc1ccnc(-n2cccc2/C=N/O)c1C#N	0.0
CC(=O)c1cccc(NC(=S)NC(=O)CC(C)C)c1	-1.8
Fc1ccc(-c2cc(C(F)(F)F)nc(NCc3cccs3)n2)cc1	-0.2
CN(c1ccccc1)S(=O)(=O)c1cccc(NC(=O)COc2ccccc2)c1	-0.1
O=C(c1ccccc1OCc1ccc(Cl)cc1)N1CCN(c2ccccn2)CC1	-2.1
COc1c([N+](=O)[O-])cc(C(=O)NNC(=O)c2ccc(C)cc2)cc1[N+](=O)[O-]	-0.7
CCCCCCn1c(N)c(C#N)c2ccc([N+](=O)[O-])cc2c1=O	7.3
Cc1ccc(S(=O)(=O)Nc2nc3ccccc3nc2N2CCN(c3ccccc3F)CC2)cc1	8.3
O=S1(=O)[C@H]2C[C@@H]3C=C[C@@]2(CN1Cc1ccccc1F)O3	1.0
CC(C)[C@@H]1CC2=C(C(=O)OC(C)(C)O2)[C@H](CCc2ccccc2)O1	0.3
CCNC(=O)Cc1c(OC)ccc2cc(Br)ccc12	0.4
CCCCCCCCCCOC(=O)C[N+](C)(C)C/C=C(/C)Cl	4.0
COc1cc(C(=O)NCC(=O)OCc2ccccc2Cl)cc(OC)c1OC	1.8
COc1ccc(Oc2c(Cl)cnn(-c3cc(C)cc(C)c3)c2=O)cc1	2.0
Cc1ncc(S(=O)(=O)C(C)(C)C)c(N)n1	-0.7
OCCN(CCO)CC(O)COc1ccc(Br)cc1 (stereo not given)	-0.7
CCOC(=O)N1CCc2c(sc(NC(=O)CN3CCOCC3)c2C#N)C1	-0.9
CCN(CC)P(=O)(Nc1ccccc1Br)c1ccc(N(C)C)cc1NC(=O)c1ccco1 (stereo not given)	0.3
CC(C)(C)c1cc(CN2CCOCC2)c(C(=O)O)o1	3.0
O=C1CCC(OCc2ccccc2)CCN1CC[C@@H](Sc1ccccc1)c1ccccc1 (stereo not given in full)	-1.5
COCCN(C(=O)CC1C(=O)NCCN1Cc1ccc(-c2ccccc2)cc1)C(C)C (stereo not given)	0.8
CCN(c1ccccc1)S(=O)(=O)c1ccc(Cl)c(NC(=O)CSc2nncs2)c1	-2.2
CCOC(=O)C(CC)(CC)C(=O)/C=C/c1cccc(Br)c1	-3.1
C=C(C)Cn1c(N2CCN(c3ccc(OC)cc3)CC2)nc2c1c(=O)n(C)c(=O)n2C	-3.6
Fc1ccccc1N1CCN(CCCNc2ccc3nncn3n2)CC1	-1.3
O=c1oc2ccccc2cc1-c1nc(-c2cccs2)cs1	-1.7
CN1C(=O)NC(NC(=O)C2CCCCC2)(C(F)(F)F)C1=O (stereo not given)	1.1
O=C(CSc1nnc(-c2c[nH]c3ccccc23)o1)N1CCCCC1	-0.6
CCC(=O)Nc1cccc(NC(C)=O)c1	4.1
Cc1sc2nc(COC(=O)c3cccc(S(=O)(=O)N(C)c4ccccc4)c3)[nH]c(=O)c2c1C	2.8
CCOC(=O)N1CCC(N(CCN(C)C)C(=S)Nc2ccc(F)c(Cl)c2)CC1	0.8
CC(C)N1CCc2c(sc(NC(=O)C(F)(F)F)c2-c2nc3ccccc3s2)C1	-0.1
CCOCCOC(NC(=O)c1ccccc1)(C(F)(F)F)C(F)(F)F	-0.9
Cc1ccc(C)n1-n1c(C)nc2sc(-c3ccccc3)cc2c1=O	-5.3
C=CCOc1ccccc1CNn1nnnc1N	1.3
CC1(C)Cc2c(c(N3CCCCC3)[nH]c(=S)c2C#N)CS1	0.3
O=C(CCC(=O)OCc1cccc(C(=O)Oc2ccccc2)c1)Nc1cccc2ccccc12	0.7
CN(C)c1ccc(N=Nc2ccccc2C(=O)OCC(=O)NC2CCCC2)cc1	-3.0
CC(C)C[C@H]1CN(CCCC[C@@H]2CNC(=O)C(=O)N2CCc2ccccc2)C(=O)C(=O)N1CCc1ccc(O)cc1	6.8

Sorted by value in TTR transcr act (highest first): three from the list above
SMILES | TTR transcr act
CC(C)C[C@H]1CN(CCCC[C@@H]2CNC(=O)C(=O)N2CCc2ccccc2)C(=O)C(=O)N1CCc1ccc(O)cc1 | 6.8
Cc1sc2nc(COC(=O)c3cccc(S(=O)(=O)N(C)c4ccccc4)c3)[nH]c(=O)c2c1C | 2.8
CCN(c1ccccc1)S(=O)(=O)c1ccc(Cl)c(NC(=O)CSc2nncs2)c1 | -2.2

Going on with the list.
structure	TTR transcr act
CC(=O)Nc1ccc(Nc2nc3ccccc3nc2NS(=O)(=O)c2ccc(Cl)c([N+](=O)[O-])c2)cc1	-1.1
Cc1cccc(CNC(=O)c2ccccc2N)c1	0.9
Cn1c(SCC(=O)N2CCN(c3ccccc3)CC2)nnc1-c1ccncc1	1.9
C[C@H](NC(=O)c1nc[nH]c1C(=O)N1CCN(C(=O)OC(C)(C)C)CC1)C(=O)OC(C)(C)C	7.1
Clc1ccc2nc(N3CCCCC3)[nH]c2c1	1.5
O=C(COC(=O)Cc1cccc(C(F)(F)F)c1)NCC1CCCO1 (stereo not given)	-0.2
CCOc1ccc(NC(=O)Cn2nc(-c3ccccc3Cl)n(CC)c2=S)cc1	-3.4
Cc1ccc(C(=O)C[n+]2cc(-c3ccc(C)cc3)n3c2CCCCC3)cc1	-4.4
CCC1(C)Cc2ccccc2-c2nc(NCCCO)n(C)c(=O)c21 (stereo not given)	0.3
OCC1CCN(Cc2cn(Cc3ccccc3)nc2-c2cc3ccccc3o2)CC1	0.9
CC(=O)Nc1ccc(NC(=O)c2c([N+](=O)[O-])cnn2C)cc1	-0.8
CCOC(=O)c1nnn2c1nc(N1CCOCC1)c1ccccc12	0.2
O=C(Nc1cc(Cl)cc(Cl)c1)C1CCC(=O)N1Cc1ccccc1Cl (stereo not given)	-4.1
C[C@H](NC(=O)[C@@H]1CCCN1C(=O)OC(C)(C)C)c1ccccc1	0.7
CC(=O)Nc1ccc(NC(=O)c2ccc(C)c(S(=O)(=O)Nc3cccc(C)c3)c2)cc1	0.0
Nc1nonc1N1CCCCC1	0.8
CC(=O)Nc1ccc(NC(=O)CSc2nnc(-c3ccco3)n2Cc2ccco2)cc1	-0.6
COc1cccc(C(=O)OC(C)C(=O)NCC2CCCCC2)c1 (stereo not given)	0.9
COc1ccc(CC(NC(C)=O)C(=O)NC2CCN(C(=O)Nc3ccccc3C)CC2)cc1OC (stereo not given)	1.1
CCCCCN(C(=O)NC(=O)Nc1ccccc1C)S(=O)(=O)c1ccccc1	2.8
CC/C(C)=N/Nc1nc2c(c(=O)[nH]c(=O)n2C)n1Cc1ccccc1	2.4
COc1ccc(C(=O)[C@H]2[C@H]3C(=O)N(c4ccc(OC(C)=O)cc4)C(=O)[C@H]3C3C=CC=NN32)cc1 (stereo not given in full)	-0.5
O=C(O)c1cccc(NC(=S)N/N=C/c2ccccc2OCc2cccc(Br)c2)c1	-1.7
COc1ccc(NC(=O)O/N=C/c2ccncc2)cc1	-0.8
Cc1cc(N(C)C(=O)c2ccc3c(c2)S(=O)(=O)c2cc(Cl)ccc2C3=O)c(C(F)(F)F)o1	-0.3
O=[N+]([O-])c1cc2c(c(CSc3nnc(Nc4ccccc4)s3)c1)OCOC2	-1.5
Nc1ccc(Oc2cccc(Oc3ccc(N)cc3)c2)cc1	1.0
COCc1[nH][nH]c(=O)c1C=NCC(=O)OC	0.9
CCC(=O)c1ccc(OCCN2CCOCC2)cc1	-1.2
CCCn1c(SCC(=O)N2CCc3ccccc3C2)nc(O)cc1=O	0.9
NC(=O)/C(=C/c1ccco1)NC(=O)/C=C/c1ccccc1	1.6
